Screening data (PubChem)
Mtb RmlCD inh – M. tuberculosis RmlC/RmlD coupled enzyme inhibitors, primary screen, biochemical, compound mixtures, 384-well, from 1536-well plates | dTDP-4-dehydrorhamnose reductase (Mycobacterium tuberculosis (strain ATCC 25618 / H37Rv)) … | RmlC+RmlD coupled enzyme assay, percent inhibition; primary screen in compound mixtures | inhibition, % at 3.6 µM | 0.03% of 160,000 active | AID 1533, 2009; in the data active = inhibition mostly above about 34%, no sharp cut-off; note: some results filed as inactive read as strong as hits
Target sequence (P9WH09 whole entry, looked up): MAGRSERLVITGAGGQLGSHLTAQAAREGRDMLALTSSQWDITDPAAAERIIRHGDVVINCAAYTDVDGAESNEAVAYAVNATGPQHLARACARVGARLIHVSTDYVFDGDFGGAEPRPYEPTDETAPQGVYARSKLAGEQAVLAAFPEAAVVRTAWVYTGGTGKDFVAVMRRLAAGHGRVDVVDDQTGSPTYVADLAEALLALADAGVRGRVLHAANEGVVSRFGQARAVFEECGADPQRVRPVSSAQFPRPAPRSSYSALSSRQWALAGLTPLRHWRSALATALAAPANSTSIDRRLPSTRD
Target sequence (P9WH11 whole entry, looked up): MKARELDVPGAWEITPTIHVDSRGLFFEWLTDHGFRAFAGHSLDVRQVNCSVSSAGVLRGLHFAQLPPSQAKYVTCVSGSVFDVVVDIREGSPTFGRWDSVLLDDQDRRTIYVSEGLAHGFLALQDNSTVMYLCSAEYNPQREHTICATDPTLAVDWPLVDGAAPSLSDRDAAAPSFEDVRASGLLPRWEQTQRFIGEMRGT
M. tuberculosis GlmU – inhibition of mycobacterial GlmU enzyme – biochemical, glucosamine-1-phosphate acetyltransferase (AID 1376) | Bifunctional protein GlmU (Mycobacterium tuberculosis (strain ATCC 25618 / H37Rv)) | M. tuberculosis GlmU acetyltransferase enzyme assay; higher % means a stronger effect | inhibition, %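 (tested at 30 µM in the primary screen)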, or IC50 in µM where a hit was titrated | 0.25% of 220,000 active; in the data active = inhibition above about 13%;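 note: 0% = complete reaction with vehicle and 100% = reaction without substrate; strong numbers were not always called active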
The depositor's hits bear a star.

How did Cc1cc(C)cc(NC(=O)C(=O)NCCCN2CCOCC2)c1 do in these assays?
M. tuberculosis GlmU: -0.6%

Results for O=S(=O)(NC1=NCCCCC1)c1ccc(Cl)cc1 ?
Mtb RmlCD inh: -11.3; M. tuberculosis GlmU: 0.1%

How did CCN1C(=O)c2cccc3c(S(=O)(=O)NCc4ccco4)ccc1c23 do in these assays?
M. tuberculosis GlmU: 6.5%

What do the screens show for `O=C(COC(=O)C1CC1)Nc1ccc2[nH]c(=O)[nH]c2c1`?
M. tuberculosis GlmU: 2.3%

Results for CC(=O)c1c(COC(=O)c2ccccc2)nc2ccccc2[n+]1[O-] ?
M. tuberculosis GlmU: 0.3%

How did CC(C)Sc1nc2c(c(=O)[nH]c(=O)n2C)n1CC(O)COc1ccccc1 (stereo not drawn) do in these assays?
Mtb RmlCD inh: 2.3; M. tuberculosis GlmU: 1.9%

What do the screens show for `CCC(c1nnnn1Cc1ccc2c(c1)OCO2)N1CCN(c2ccc(OC)cc2)CC1` (stereo not drawn)?
M. tuberculosis GlmU: -0.7%

Results for O=C(Nc1nc(-c2ccccn2)cs1)C1COc2ccccc2O1 (stereo not drawn) ?
Mtb RmlCD inh: 6.6; M. tuberculosis GlmU: 1.6%

What do the screens show for `Cc1ncc([N+](=O)[O-])n1CCOC(=O)c1ccccc1`?
Mtb RmlCD inh: 3.2; M. tuberculosis GlmU: -1.5%

How did Clc1ccc2oc(-c3ccccn3)nc2c1 do in these assays?
M. tuberculosis GlmU: 1.5%

What do the screens show for `O=C(NC(=S)N1CCN(C2CCCCC2)CC1)c1ccccc1`?
Mtb RmlCD inh: -13.0; M. tuberculosis GlmU: 2.5%

What do the screens show for `O=C(CSc1nc2ccccc2c(=O)n1CCCN1CCOCC1)Nc1cccc(S(=O)(=O)N2CCCCCC2)c1`?
Mtb RmlCD inh: -4.8; M. tuberculosis GlmU: 4.6%

Results for CN1CCN(C(=O)c2cc(COc3ccc(F)cc3Cl)on2)CC1c1ccccc1 (stereo not drawn) ?
Mtb RmlCD inh: -8.9; M. tuberculosis GlmU: -2.0%

How did COC(=O)CN1C(=O)N/C(=C/c2cc(Cl)c(OC)c(OC)c2)C1=O do in these assays?
Mtb RmlCD inh: 8.2; M. tuberculosis GlmU: 7.8%

Results for O=c1[nH]c(-c2ccc(F)cc2)nc2c1sc(=S)n2-c1ccccc1 ?
Mtb RmlCD inh: -14.8; M. tuberculosis GlmU: -7.0%

Structural class, those above with fluorine
Results for CN1CCN(C(=O)c2cc(COc3ccc(F)cc3Cl)on2)CC1c1ccccc1 (stereo not drawn) ?
Mtb RmlCD inh: -8.9; M. tuberculosis GlmU: -2.0%

Results for O=c1[nH]c(-c2ccc(F)cc2)nc2c1sc(=S)n2-c1ccccc1 ?
Mtb RmlCD inh: -14.8; M. tuberculosis GlmU: -7.0%

(more compounds)
How did O=C(Nc1cccnc1)c1ccc(Oc2ccccc2)cc1 do in these assays?
M. tuberculosis GlmU: -0.5%

Results for COCCOC(=O)c1c(C)oc2cc(Br)c(OCC(N)=O)cc12 ?
Mtb RmlCD inh: -10.9; M. tuberculosis GlmU: 5.8%

Results for CC(C)c1ccc(-c2nnn(Cc3nc4ccccc4s3)n2)cc1 ?
M. tuberculosis GlmU: 1.2%

Results for Cc1nc2ccccc2c2c1C(=O)N(C(C)C)C2=O ?
Mtb RmlCD inh: -4.4; M. tuberculosis GlmU: -1.2%

Results for O=C(COc1ccc([N+](=O)[O-])cc1)Nc1ccc2c(c1)OCO2 ?
Mtb RmlCD inh: 2.3; M. tuberculosis GlmU: -1.2%

Results for O=C(NCCN1CCCC1)c1ccc2c(=O)n(CCc3ccccc3)c(=O)[nH]c2c1 ?
M. tuberculosis GlmU: 1.5%

What do the screens show for `COc1ccc(N2CCN(Cc3nc4scc(-c5ccccc5)c4c(=O)[nH]3)CC2)cc1`?
Mtb RmlCD inh: 3.7; M. tuberculosis GlmU: 3.4%

What do the screens show for `COc1cc(NS(=O)(=O)c2ccc(NC(=S)NC(=O)c3cccs3)cc2)nc(OC)n1`?
Mtb RmlCD inh: -7.9; M. tuberculosis GlmU: 3.7%

What do the screens show for `Cc1ccc(C(=O)c2sc(Nc3ccccc3)c(C#N)c2N)cc1`?
Mtb RmlCD inh: 93.8; M. tuberculosis GlmU: 3.6%

What do the screens show for `O=C(Nc1ccccc1N1CCCCC1)c1ccco1`?
Mtb RmlCD inh: 3.6; M. tuberculosis GlmU: 1.9%

How did COc1ccc(C2CCCN2C(=O)Nc2ccccc2)cc1OC (stereo not drawn) do in these assays?
M. tuberculosis GlmU: 0.5%

What do the screens show for `CCOC(=O)c1sc(NC(=O)Cn2nnc3sc4c(c3c2=O)CCCC4)nc1C`?
Mtb RmlCD inh: 23.2; M. tuberculosis GlmU: -1.4%

How did COc1ccccc1NC(=S)N(Cc1ccc(Cl)cc1)CC1CCC(C(=O)O)CC1 (stereo not drawn) do in these assays?
Mtb RmlCD inh: -12.9; M. tuberculosis GlmU: -1.8%

How did COc1cc(NS(=O)(=O)c2ccc(N/C=C(\C#N)c3nc4cc(Cl)ccc4o3)cc2)nc(OC)n1 do in these assays?
M. tuberculosis GlmU: -2.8%

How did COc1ccc(Cn2nc(C)n(N(C)c3ncc(C(F)(F)F)cc3Cl)c2=O)cc1 do in these assays?
Mtb RmlCD inh: -22.6; M. tuberculosis GlmU: 0.5%

Results for Cc1cc(C)cc(-n2ccnc2SCC(=O)O)c1 ?
Mtb RmlCD inh: 10.1; M. tuberculosis GlmU: -1.5%

What do the screens show for `COc1cccc(S(=O)(=O)N2CCN(c3ccccc3F)CC2)c1`?
Mtb RmlCD inh: 7.5; M. tuberculosis GlmU: -2.8%

What do the screens show for `C=CCc1ccc(OCC(O)CN2CCN(Cc3ccc(Cl)cc3)CC2)c(OC)c1` (stereo not drawn)?
Mtb RmlCD inh: -1.5; M. tuberculosis GlmU: 0.1%

What do the screens show for `Cc1cc(C)n2c(SCC(=O)Nc3ccccc3)nnc2n1`?
Mtb RmlCD inh: -5.3; M. tuberculosis GlmU: 2.8%

What do the screens show for `CC(CN1CCCCC1)NC(=O)c1cc(-c2ccccn2)nc2ccc(Cl)cc12` (stereo not drawn)?
Mtb RmlCD inh: -0.7; M. tuberculosis GlmU: -6.6%

Results for CCCCN(C(=O)c1ccco1)c1nnc(-c2cc(OC)c(OC)c(OC)c2)s1 ?
M. tuberculosis GlmU: -3.8%

What do the screens show for `COc1ccc(-c2csc(NC(=O)CCS(=O)(=O)c3ccccc3)n2)c(OC)c1`?
M. tuberculosis GlmU: -1.8%

How did O=C1CCCc2c1nn(-c1ccccc1)[n+]2[O-] do in these assays?
Mtb RmlCD inh: -8.2; M. tuberculosis GlmU: -2.1%

How did CSCCC(NC(=O)c1ccccc1)c1nc(-c2ccccc2)no1 (stereo not drawn) do in these assays?
Mtb RmlCD inh: -5.0; M. tuberculosis GlmU: -2.2%

How did Cc1ccc(C2C(C(=O)c3cccs3)=C(O)C(=O)N2c2ccc(S(N)(=O)=O)cc2)cc1 (stereo not drawn) do in these assays?
Mtb RmlCD inh: 11.2; M. tuberculosis GlmU: -3.1%

Results for O=C1CN(CC(=O)Nc2cccc(Cl)c2Cl)c2ccccc2N1 ?
Mtb RmlCD inh: -1.8; M. tuberculosis GlmU: -1.5%

How did Cc1cc(F)ccc1S(=O)(=O)N1CCCOC1CNC(=O)C(=O)NCCc1c[nH]c2ccccc12 (stereo not drawn) do in these assays?
Mtb RmlCD inh: -33.5; M. tuberculosis GlmU: -1.6%

How did CCOc1cccc(NC(=O)c2ccc(S(=O)(=O)N3CCCC3)cc2)c1 do in these assays?
M. tuberculosis GlmU: 2.6%

How did N#Cc1c(NC(=O)C2CC(c3c(F)cccc3Cl)=NO2)sc2c1CCC2 (stereo not drawn) do in these assays?
Mtb RmlCD inh: -9.6; M. tuberculosis GlmU: 1.9%

How did COc1ccc(S(=O)(=O)N(C)CC(=O)Nc2ccc(C(N)=O)cc2)cc1OC do in these assays?
Mtb RmlCD inh: 5.0; M. tuberculosis GlmU: 1.5%

Results for Cc1c(C(=O)C(=O)N2CC=C(c3ccccc3)CC2)c2ccccc2n1C ?
Mtb RmlCD inh: -3.9; M. tuberculosis GlmU: -3.9%

Results for COc1ccc(OC)c(/C=N/NC(=O)C(=O)NCc2cccnc2)c1 ?
Mtb RmlCD inh: 10.9; M. tuberculosis GlmU: -4.1%

What do the screens show for `CC(=O)N/C(=C/c1ccc2c(c1)OCO2)C(=O)NCc1ccccc1`?
M. tuberculosis GlmU: 2.3%

Results for CCNC(=S)NCc1ccc(F)cc1 ?
M. tuberculosis GlmU: -1.9%

What do the screens show for `O=C1NCCCC1C(=O)Nc1ccccn1` (stereo not drawn)?
M. tuberculosis GlmU: -1.7%

Results for Cc1ccc(NC(=O)CSCC(=O)N2c3ccccc3CCc3ccccc32)cc1 ?
M. tuberculosis GlmU: -2.0%

Results for CCCc1cc(C(=O)Cc2ccc(C(=O)OCC)o2)c(O)cc1O ?
Mtb RmlCD inh: 9.8; M. tuberculosis GlmU: 0.2%

What do the screens show for `CNC(=O)CSc1nnc(COc2ccc([N+](=O)[O-])cc2)n1C`?
Mtb RmlCD inh: 1.7; M. tuberculosis GlmU: -0.5%

What do the screens show for `Brc1cc(/C=N/n2cnnc2)oc1Br`?
Mtb RmlCD inh: 4.4; M. tuberculosis GlmU: 7.1%

Results for CCOC(=O)Nc1ccc(C(=O)Oc2ccccc2)c(O)c1 ?
M. tuberculosis GlmU: -1.3%

Results for C1=Nc2c(Nc3ccccc3)ncnc2Oc2ccccc21 ?
Mtb RmlCD inh: 22.6; M. tuberculosis GlmU: 3.1%

How did COc1ccccc1NC(=O)NC(=O)N(C(C)C)S(C)(=O)=O do in these assays?
M. tuberculosis GlmU: 3.5%

Results for CCOC(=O)C1CN(S(=O)(=O)c2ccc(OC)cc2)c2cc(S(=O)(=O)CC)ccc2O1 (stereo not drawn) ?
M. tuberculosis GlmU: 0.8%

How did Cc1ccc(OCCNC(=O)c2cccc(Oc3ccc(C(F)(F)F)cc3[N+](=O)[O-])c2)cc1 do in these assays?
Mtb RmlCD inh: -17.6; M. tuberculosis GlmU: -1.4%

How did COc1ccccc1C(=O)NNC(=O)c1nn(Cc2ccccc2)c(=O)c2ccccc12 do in these assays?
Mtb RmlCD inh: -6.3; M. tuberculosis GlmU: 8.2%

An excerpt from above in order of formula weight, high to low.
How did Cc1ccc(OCCNC(=O)c2cccc(Oc3ccc(C(F)(F)F)cc3[N+](=O)[O-])c2)cc1 do in these assays?
Mtb RmlCD inh: -17.6; M. tuberculosis GlmU: -1.4%

Results for Cc1ccc(NC(=O)CSCC(=O)N2c3ccccc3CCc3ccccc32)cc1 ?
M. tuberculosis GlmU: -2.0%

Results for CCOC(=O)Nc1ccc(C(=O)Oc2ccccc2)c(O)c1 ?
M. tuberculosis GlmU: -1.3%

What do the screens show for `O=C1NCCCC1C(=O)Nc1ccccn1` (stereo not drawn)?
M. tuberculosis GlmU: -1.7%

Continued.
How did O=C(COC(=O)CCSc1ccc(Cl)cc1)NCc1ccc(Cl)cc1 do in these assays?
Mtb RmlCD inh: -1.2; M. tuberculosis GlmU: -3.2%

How did O=C(O)C1CC1C(=O)Nc1cc(F)ccc1F (stereo not drawn) do in these assays?
M. tuberculosis GlmU: -1.0%

What do the screens show for `CN(C)S(=O)(=O)c1cccc(N2C(=O)CC3(CCCCC3)CC2=O)c1`?
M. tuberculosis GlmU: -6.2%

How did C=C(C)CC1N(c2cccc(OC)c2)C(=O)C2C(C(=O)O)C3C=CC21O3 (stereo not drawn) do in these assays?
Mtb RmlCD inh: -10.4; M. tuberculosis GlmU: 0.5%

What do the screens show for `CC(/C=C1\SC(=S)N(CCCC(=O)Nc2ccc(C(=O)O)cc2)C1=O)=C\c1ccccc1`?
M. tuberculosis GlmU: 5.0%

What do the screens show for `CCn1c(SCC(=O)Nc2nc(-c3ccccc3)cs2)nnc1-c1ccccc1`?
Mtb RmlCD inh: 1.2; M. tuberculosis GlmU: -4.7%

What do the screens show for `OCCC1CN(Cc2cccn2-c2cccnc2)CCN1C1CCCC1` (stereo not drawn)?
M. tuberculosis GlmU: 1.4%

How did CC1(C)CC(=O)c2cnc(NC(=O)Cc3ccc(Cl)cc3)nc2C1 do in these assays?
Mtb RmlCD inh: -3.6; M. tuberculosis GlmU: 1.8%

How did O=C(NCC(=O)N(CC1CCCO1)C(C(=O)NC1CCCCC1)c1ccccc1)c1cccs1 (stereo not drawn) do in these assays?
Mtb RmlCD inh: -6.6; M. tuberculosis GlmU: 3.1%

How did Cc1c(Cl)cccc1NC(=S)NCCC(c1ccccc1)c1ccccc1 do in these assays?
M. tuberculosis GlmU: 4.2%

What do the screens show for `Cc1ccc(S(=O)(=O)c2c(C)cc(C)nc2N2CCOCC2)cc1`?
Mtb RmlCD inh: -6.7; M. tuberculosis GlmU: -0.7%

Results for Cc1cccc2nc(CSc3nnc(N)s3)cn12 ?
M. tuberculosis GlmU: -0.5%

What do the screens show for `CC(C)(C)N1CC(c2nc3ccccc3n2Cc2ccc(F)cc2)CC1=O` (stereo not drawn)?
Mtb RmlCD inh: -5.0; M. tuberculosis GlmU: 1.3%

Two compounds picked at random from those above:
How did CC1(C)CC(=O)c2cnc(NC(=O)Cc3ccc(Cl)cc3)nc2C1 do in these assays?
Mtb RmlCD inh: -3.6; M. tuberculosis GlmU: 1.8%

What do the screens show for `OCCC1CN(Cc2cccn2-c2cccnc2)CCN1C1CCCC1` (stereo not drawn)?
M. tuberculosis GlmU: 1.4%

An excerpt; rates above refer to the full screens.
